GPR151 activ – activators of human GPR151, primary screen, cell-based, PathHunter beta-arrestin, luminescence | G-protein coupled receptor 151 (Homo sapiens), Q8TDV0 | PathHunter beta-arrestin GPR151 cells | activation, % at 11.2 µM | actives 1% (n = 650,000) | AID 1508602, 2020; in the data active = activation above about 4.9%;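 note: 0% = median of compound wells and 100% = cells with positive control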
Target sequence (Q8TDV0 whole entry, looked up): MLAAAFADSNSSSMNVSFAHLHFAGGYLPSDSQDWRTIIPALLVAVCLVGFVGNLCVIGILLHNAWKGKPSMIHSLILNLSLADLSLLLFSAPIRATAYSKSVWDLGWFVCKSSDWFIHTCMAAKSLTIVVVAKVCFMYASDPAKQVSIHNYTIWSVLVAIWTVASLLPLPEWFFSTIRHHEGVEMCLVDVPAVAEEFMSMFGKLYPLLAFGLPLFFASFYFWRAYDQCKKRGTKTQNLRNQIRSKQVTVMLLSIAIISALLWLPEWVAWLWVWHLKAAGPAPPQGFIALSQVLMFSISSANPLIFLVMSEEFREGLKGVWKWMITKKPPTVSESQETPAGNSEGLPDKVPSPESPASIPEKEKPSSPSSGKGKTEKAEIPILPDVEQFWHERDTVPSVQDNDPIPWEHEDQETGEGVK
MITF primary – MITF inhibitors, primary screen, biochemical, AlphaScreen, human. AlphaScreen MITF homodimerization, bead proximity signal. AID 1259374, 2018. inhibition, % at 2.6 µM. actives 0.91% (n = 650,000); in the data active = inhibition above about 50%;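 note: 0% = vehicle wells with protein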
TEAD-YAP block – TEAD-YAP interaction inhibition, primary screen, TEAD-YAP interaction inhibitor project, luminescence, HEK-TIYL cells; TEAD-Gal4/YAP UAS-luciferase luminescence; inhibition, % at 9.12 µM; actives 1.4% (n = 640,000); in the data active = inhibition above about 32%;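 note: 0% = median of test compound wells and 100% = reference inhibitor wells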
FBW7 act – FBW7 E3 ligase activators, primary screen, biochemical, AlphaScreen, human; normalized activity (activation), % at 26.1 µM; F-box/WD repeat-containing protein 7 (Homo sapiens), Q969H0; AID 1259310, 2017; actives 0.13% (n = 650,000); AlphaScreen FBW7–phospho-cyclin E peptide binding, activator screen; in the data active = normalized activity above about 1.9%;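 note: purified mutant Fbw7 with reduced substrate affinity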
Target sequence (Q969H0 whole entry, looked up): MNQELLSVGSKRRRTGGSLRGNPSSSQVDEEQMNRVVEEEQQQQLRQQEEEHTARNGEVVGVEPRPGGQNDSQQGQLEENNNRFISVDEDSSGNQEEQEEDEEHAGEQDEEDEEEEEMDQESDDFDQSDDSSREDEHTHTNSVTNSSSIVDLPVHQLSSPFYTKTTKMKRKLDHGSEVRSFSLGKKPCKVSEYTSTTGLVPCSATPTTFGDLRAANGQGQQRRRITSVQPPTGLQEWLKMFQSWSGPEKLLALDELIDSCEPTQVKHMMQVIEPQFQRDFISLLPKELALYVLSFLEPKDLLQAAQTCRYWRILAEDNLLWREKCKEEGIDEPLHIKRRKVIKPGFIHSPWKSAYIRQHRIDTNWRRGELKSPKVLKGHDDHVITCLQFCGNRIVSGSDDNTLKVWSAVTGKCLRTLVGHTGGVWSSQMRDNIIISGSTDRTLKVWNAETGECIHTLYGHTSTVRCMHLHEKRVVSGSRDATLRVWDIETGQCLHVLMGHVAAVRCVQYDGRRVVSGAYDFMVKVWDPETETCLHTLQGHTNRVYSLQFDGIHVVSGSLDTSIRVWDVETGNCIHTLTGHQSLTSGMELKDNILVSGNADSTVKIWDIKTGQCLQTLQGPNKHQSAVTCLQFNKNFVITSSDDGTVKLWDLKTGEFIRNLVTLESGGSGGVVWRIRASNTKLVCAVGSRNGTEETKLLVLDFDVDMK
An asterisk follows results filed as active.

| Compound | GPR151 activ | MITF primary | TEAD-YAP block | FBW7 act |
| --- | --- | --- | --- | --- |
| Cc1cc(=O)[nH]c(N/N=C/c2cc(C)c(/C=N/Nc3nc(C)cc(=O)[nH]3)cc2C)n1 | -0.1 | 2 | -2 | -0.2 |
| Cc1ccc2c(C)nc(N=C(NC(=O)c3ccccc3)NC(=O)c3ccccc3)nc2c1 | -1.0 | 4 | 7 | 0.1 |
| CC1=C(C(=O)Nc2ccccc2)C(c2ccccc2)NC(=S)N1 (centres undefined) | -0.4 | 17 | -6 | 0.5 |
| CCCCOc1ccc(C(=O)OCCN(C)C)cc1N | 1.2 | 5 | 9 | 0.1 |
| CC1CC(C)CN(S(=O)(=O)c2ccc(Sc3ccc(F)cc3)c(C(=O)N3CCC4(CC3)OCCO4)c2)C1 (centres undefined) | 0.9 | -8 | 7 | 0.0 |
| CN(C)c1ccc(C2C(C#N)=C(N)OC3=C2C(=O)CC(C)(C)C3)cc1[N+](=O)[O-] (centres undefined) | 1.4 | 8 | 8 | 0.2 |
| COc1cccc2cc(C(=O)N3CCN(c4cc(N5CCCCC5)ncn4)CC3)oc12 | 1.8 | 8 | 8 | 0.1 |
| COc1ccc(NC(=O)NCCCl)cc1C | -0.5 | -1 | 8 | 0.2 |
| O=C(Nc1ccccc1Cl)/C(=C/c1cccc([N+](=O)[O-])c1)NC(=O)c1ccccc1Br | -1.0 | 1 | 12 | 0.9 |
| CCCCNS(=O)(=O)c1ccc2[nH]c3nc(SCC(=O)NCCCOC)nnc3c2c1 | 0.7 | -6 | 3 | -0.1 |
| CCC(C)(C)Nc1c(-c2ccccc2OCc2ccccn2)nc2cnccn12 | -0.5 | 12 | 2 | 1.3 |
| O=C(CCn1cccc1)Nc1cc(C(F)(F)F)cc(C(F)(F)F)c1 | 0.0 | 20 | 12 | 0.5 |
| O=C(O)CCCC(=O)Nc1nc2nccc(-c3ccccc3)n2n1 | 2.3 | 19 | 6 | -0.5 |
| CC(=O)N1CCN(C(=O)c2ccc(N3CC4CC(C3)c3cccc(=O)n3C4)c(NC(=O)Cc3c(F)cccc3Cl)c2)CC1 (centres undefined) | 0.3 | 10 | -4 | 0.5 |
| CCOC(=O)COc1ccc2ccccc2c1C=C1C(=O)N(C)C(=O)N(C)C1=O | -1.4 | 2 | -4 | -0.3 |
| CN(Cc1ccccc1)C(=O)Cn1ncc(Cl)c(Cl)c1=O | -1.3 | 15 | -8 | 0.3 |
| CC(=O)N1CCN(C2=NC(=O)/C(=C\c3ccc(O)c([N+](=O)[O-])c3)S2)CC1 | -0.4 | 7 | -15 | 0.0 |
| NS(=O)(=O)c1ccc(NC(=O)c2cccnc2Cl)cc1 | -1.4 | 17 | 10 | 0.2 |
| O=C1NC(=O)C2C1Sc1[nH]c(=O)sc1C2c1ccco1 (centres undefined) | 2.2 | 15 | -4 | -0.3 |
| N#CCOC(=O)CCN1c2ccccc2Sc2ccccc21 | 0.1 | 0 | -3 | -0.1 |
| CC(=O)Nc1ccc2c(COC(=O)c3ccc4[nH]c(C)c(C)c4c3)cc(=O)oc2c1 | 0.2 | 0 | -3 | 0.0 |
| Cc1cccc(-n2c(CNC(=O)c3cccc([N+](=O)[O-])c3C)n[nH]c2=S)c1 | 0.4 | 11 | 5 | -0.1 |
| CC(NC(=O)CNC(=S)N(CCCN1CCOCC1)Cc1cccs1)c1ccccc1 (centres undefined) | -0.2 | -12 | -1 | 0.0 |
| COc1cc2c(cc1OC)C(=S)NC1(CCCC1)C2 | -0.6 | -8 | 1 | -0.2 |
| CC(C)[C@H]1NC(=O)[C@@H]2C[C@H](NCc3ccc(CN4CCCCC4)s3)CN2C1=O | -0.5 | 15 | 0 | 0.0 |
| CC1=C(C#N)C(=O)N(CCO)C(=O)/C1=C\c1ccc(-c2ccc(C)c(Cl)c2)o1 | -0.8 | 11 | 4 | 0.2 |
| Cc1ccccc1NC(=O)CC(C)(C)C | 0.0 | 26 | 2 | 0.5 |
| COc1ccc(C(CC(=O)NCc2cccc(OC)c2)n2cccc2)cc1 (centres undefined) | 0.2 | 4 | 6 | -0.2 |
| Cc1cccc(OCCOCCN2CCC(C)CC2)c1C | 0.4 | 25 | -6 | -0.1 |
| O=C(CSc1nc2ccc(NC(=O)c3ccccc3C(=O)O)cc2s1)Nc1ccc(F)c([N+](=O)[O-])c1 | -1.5 | 4 | -8 | 0.0 |

4 structures already listed, arranged by molecular weight, low to high:
| Compound | GPR151 activ | MITF primary | TEAD-YAP block | FBW7 act |
| --- | --- | --- | --- | --- |
| N#CCOC(=O)CCN1c2ccccc2Sc2ccccc21 | 0.1 | 0 | -3 | -0.1 |
| O=C(CCn1cccc1)Nc1cc(C(F)(F)F)cc(C(F)(F)F)c1 | 0.0 | 20 | 12 | 0.5 |
| CC1=C(C#N)C(=O)N(CCO)C(=O)/C1=C\c1ccc(-c2ccc(C)c(Cl)c2)o1 | -0.8 | 11 | 4 | 0.2 |
| Cc1ccc2c(C)nc(N=C(NC(=O)c3ccccc3)NC(=O)c3ccccc3)nc2c1 | -1.0 | 4 | 7 | 0.1 |

Record cards, from the list above. Order of screens: GPR151 activ, MITF primary, TEAD-YAP block, FBW7 act
`COc1ccc(C(CC(=O)NCc2cccc(OC)c2)n2cccc2)cc1` (centres undefined) reads 0.2, 4, 6, -0.2
`Cc1ccccc1NC(=O)CC(C)(C)C` reads 0.0, 26, 2, 0.5
`CC(C)[C@H]1NC(=O)[C@@H]2C[C@H](NCc3ccc(CN4CCCCC4)s3)CN2C1=O` reads -0.5, 15, 0, 0.0
`CC1=C(C#N)C(=O)N(CCO)C(=O)/C1=C\c1ccc(-c2ccc(C)c(Cl)c2)o1` reads -0.8, 11, 4, 0.2

Additional structures
| Compound | GPR151 activ | MITF primary | TEAD-YAP block | FBW7 act |
| --- | --- | --- | --- | --- |
| CNC(=O)/C(=C\c1ccc(Cl)cc1)NC(=O)c1ccc([N+](=O)[O-])cc1 | 2.0 | 6 | 15 | 0.2 |
| CN(C)c1ccc(/C=N/NC(=O)C(O)(c2ccccc2)c2ccccc2)o1 | -0.6 | -7 | -10 | -0.1 |
| Cc1cc(NCCOc2ccccc2)nc(N2CCN(c3ccccn3)CC2)n1 | 0.6 | -5 | -4 | 0.0 |
| Cc1ccc2c(c1)c(=O)c1ccccc1n2CC(=O)Nc1ccc(C(F)(F)F)cc1 | -1.3 | -3 | -3 | -0.1 |
| CN(CCc1ccccn1)C(=O)CC1C(=O)NCCN1Cc1ccc(-c2ccccc2)cc1 (centres undefined) | -0.8 | 12 | 6 | 0.0 |
| CCCCCC1CCC(c2ccc(C(=O)Oc3ccc(C(F)(F)C(F)(F)F)cc3)cc2)CC1 (centres undefined) | -0.5 | 12 | 9 | 0.1 |
| Cc1ccc(-c2c3c(=O)n(C)c(=O)n(C)c3c3c(C)cc(C)nn23)cc1 | -0.3 | 10 | 13 | 0.2 |
| O=C(Cc1ccc(Br)cc1)N[C@H]1CCN(C(=O)c2ccc3[nH]ncc3c2)C1 | -0.6 | 17 | 2 | 0.1 |
| O=C(CSc1nc2ccccc2[nH]1)Nc1cccc(O)c1 | 0.8 | -6 | -10 | 0.0 |
| CC(O)C(NS(=O)(=O)c1ccc2ccccc2c1)C(=O)O (centres undefined) | 0.0 | 9 | 10 | -0.1 |
| CN(C)/C(CBr)=C1/N=C(c2ccccc2)OC1=O | -0.2 | -3 | -1 | 0.0 |
| O=C(OCc1nc2ccccc2s1)c1ccc(Br)cc1 | 0.8 | 10 | -1 | 0.2 |
| CCc1nc2sc3c(c2c(=S)[nH]1)CCCC3 | 0.3 | 1 | 10 | 0.2 |
| Cn1c(SCC(=O)NCc2ccccc2)nnc1-c1c[nH]c2ccccc12 | 0.5 | -6 | 10 | 0.0 |
| COc1cccc(C2Oc3ccc(Cl)cc3C3CC(c4cccs4)=NN32)c1OC (centres undefined) | -1.4 | 7 | -21 | -0.1 |
| COc1ccc(C2SCCN2C(=O)c2cc3cc(Br)ccc3oc2=O)cc1Br (centres undefined) | -0.4 | 1 | 6 | 0.0 |
| COC(=O)c1cc(S(=O)(=O)N2c3ccccc3CC2C)c[nH]1 (centres undefined) | -1.9 | 7 | -5 | 0.0 |
| O=C1Nc2ccc([N+](=O)[O-])cc2/C1=N/n1ncc2ccccc21 | 1.4 | -1 | -5 | 0.2 |
| COc1ccc(OC)c(NS(=O)(=O)c2ccc3[nH]c4c(c3c2)CCCC4)c1 | 2.0 | -2 | 35* | -0.1 |
| CSc1nsc2nc(=O)c(/C=C3\C=Nc4ccccc43)c(N)n12 | -0.2 | 0 | -31 | -0.1 |
| CC(=O)Nc1sc(N)nc1-c1ccccc1 | -1.0 | 8 | -4 | 0.0 |
| COc1cc(C(=O)NCc2cccc(CNC(=O)c3cc(OC)c(OC)c(OC)c3)c2)cc(OC)c1OC | 0.9 | -5 | -3 | -0.3 |
| Cc1cccc(CSc2nnc3[nH]c(=O)cc(C)n23)c1 | -0.2 | -4 | 1 | -0.3 |
| CCOC(=O)C1CC2CC(C1)CN(C(=O)C1CCCCC1)C2 (centres undefined) | -0.4 | 17 | 2 | 0.1 |
| CCOC(=O)c1nc(NCc2ccccc2F)c2ccccc2n1 | 0.3 | 8 | 5 | 0.0 |
| CC(=O)Nc1ccccc1OS(=O)(=O)c1cc(Br)ccc1C | -1.6 | 10 | 7 | 0.2 |
| CC(C)(C)c1ccc(OC(=O)CCN2C(=O)c3ccccc3C2=O)cc1 | 0.7 | -9 | 4 | 0.3 |
| CCC(c1nnnn1CCC(C)C)N1CCN(c2ccccc2F)CC1 (centres undefined) | 1.1 | 5 | 9 | -0.1 |
| O=C(CCn1c(SCc2cccc(F)c2)nc2ccccc2c1=O)N1CCN(c2ccccc2)CC1 | -0.5 | -4 | -3 | 0.0 |
| O=C1[C@@H]2CSC(c3ccc(F)cc3)N2C(=O)N1c1ccccc1 (some centres undefined) | -0.1 | 2 | 6 | 0.0 |
| Cc1ncc2c(c1CNC(=O)C1CCCO1)CCN(C(=O)Cc1c(C)[nH]c3ccccc13)C2 (centres undefined) | -0.1 | -1 | -9 | 0.0 |
| COc1ccccc1CCNC(=O)[C@@H]1C[C@H](n2cnnn2)CN1Cc1ccc(C)cc1C | -0.5 | -12 | 13 | 0.0 |
| CC(C)(C)NC(=O)C(c1ccccc1)N(Cc1cccnc1)C(=O)C(=O)NC1CCCC1 (centres undefined) | 0.3 | -27 | 0 | 0.0 |
| Cc1ccc2nc(N3CCN(C(=O)C4CCCCC4)CC3)nc(-c3ccccc3)c2c1 | -1.7 | -7 | 2 | 0.7 |
| O=C1OC(c2ccc(Br)cc2)=N/C1=C\c1ccco1 | -0.2 | 24 | -5 | 0.1 |
| Cc1nonc1CC(=O)N1CCCCC1c1nc2ccccc2[nH]1 (centres undefined) | -0.5 | 23 | 7 | 1.0 |
| CCOc1ccc(N(C(C)C(=O)N2CCN(c3ccc(F)cc3)CC2)S(C)(=O)=O)cc1 (centres undefined) | 2.5 | 2 | 13 | -0.2 |
| CCCc1cc(=O)[nH]c(Nc2ccc(C(=O)O)cc2)n1 | 1.7 | 1 | 2 | 0.2 |
| Fc1ccc(-c2csc(N3CCN(C/C=C\c4ccccc4)CC3)n2)cc1 | -1.1 | 15 | 7 | 0.1 |
| Cc1ccccc1CNC(=O)CN(c1cccc(C(F)(F)F)c1)S(C)(=O)=O | 0.9 | 0 | 2 | 0.2 |
| O=C(O)CCC(CNS(=O)(=O)c1ccc(Cl)cc1)C(F)(F)F (centres undefined) | -0.1 | -8 | -9 | -0.1 |
| CCc1ccc(NC(=O)c2nn3c(C(F)(F)F)cc(-c4ccccc4)nc3c2Br)cc1 | 1.0 | 8 | -11 | 0.0 |
| Cc1onc(-c2ccccc2Cl)c1C(=O)Nc1sc2c(c1C#N)CCC2 | 1.3 | 8 | 2 | -0.1 |
| O=C(Nc1ccc2oc(-c3ccccc3)nc2c1)c1ccccc1 | -0.5 | 25 | -51 | -0.1 |
| CC1(c2ccc3noc(-c4ccccc4)c3c2)OCCO1 | 4.4 | 4 | -3 | -0.1 |
| O=C1N[C@H](CO)C(=O)N2C[C@@H](NCc3cccc(F)c3)C[C@@H]12 | -1.5 | -5 | -6 | -0.1 |
| Cc1c(C(=O)Nc2ccccc2Cl)sc2ncn(C)c(=O)c12 | -0.2 | 16 | -46 | 0.8 |
| CC(=O)Nc1ccc(NC(=O)Cc2cn(-c3ccc(Nc4ccc5ncccc5c4)nn3)c3ccccc23)cc1 | 0.7 | 8 | 2 | -0.1 |
| Cc1cc(Cc2ccc([N+](=O)[O-])cc2)c(C)cn1 | 2.8 | -5 | 11 | -0.1 |
| Cc1ccc2[nH]c3c(c2c1)CCCC3O (centres undefined) | 0.4 | -1 | 6 | 0.0 |

(list continues)
| Compound | GPR151 activ | MITF primary | TEAD-YAP block | FBW7 act |
| --- | --- | --- | --- | --- |
| CCn1c(C(C)NC(=O)c2ccc(Cl)c(Cl)c2)n[nH]c1=S (centres undefined) | 0.0 | 0 | -5 | 0.1 |
| CCSc1nnc(NC(=O)COn2nnc3ccc([N+](=O)[O-])cc32)s1 | -0.2 | -1 | 2 | 0.0 |
| O=C(Oc1ccc(OC(=O)c2ccncc2)cc1)c1ccncc1 | 10* | 9 | -8 | -0.1 |
| Cc1ccc(-c2nc3ncccc3o2)cc1N | -1.4 | 4 | -41 | -0.2 |
| O=C1C(Cl)=C(Nc2ccc(F)c(F)c2)C(=O)c2ccccc21 | -0.9 | -6 | -1 | -0.1 |
| COc1ccc(OC)c(NC(=S)NC(C)C(c2cccs2)N2CCOCC2)c1 (centres undefined) | -0.9 | -2 | -2 | -0.1 |
| Cc1ccc(CC/C=N/N=C2\NC(=O)CS2)o1 | -0.6 | 10 | -33 | -0.1 |

Compound activity as filed in PubChem.
